Screens: PubChem, National Center for Advancing Translational Sciences (NCATS)
aSyn yeast rescue – alpha-synuclein toxicity suppression in yeast. S. cerevisiae alpha-synuclein toxicity rescue, BacTiter-Glo growth, 24 h. Potency, µM (titrated, usually from 46.1 µM), for inactives: at the highest dose growth rescue (activation), actives largely listed as activators. 94,000 tested, 0.02% active; active means well fitted activation curve with a large enough effect; inconclusive means small, poorly fitted or top-dose-only effect; further: 0% is about no effect
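Growth restoration measured by BacTiter-Glo luminescence after 24 hr at 30 deg C; alpha-synuclein yeast, raffinose-pregrown to mid-log, were added at OD600=0.02 in galactose medium onto pinned compounds.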
Starred values were filed as active, the others as inactive; ? = inconclusive; [ ] = another dose, or the depositor's remark. Potency means the concentration at half of the fitted maximal effect.

SMILES	aSyn yeast rescue
Cc1ccc(C(=O)c2cn(Cc3ccccc3)c3ccccc3c2=O)cc1	-1%
COc1ccc(OC)c(N(CC(=O)NCc2ccccc2)S(=O)(=O)c2ccccc2)c1	1%
CC(=O)c1ccc(N2CCN(C(=O)C3CCCN(S(=O)(=O)c4ccc(Br)s4)C3)CC2)cc1 (stereo not given)	4%
Cc1ccc(-c2[nH]c3ccccc3c2SCCNC(=O)c2ccc(S(=O)(=O)N(C)C)cc2)cc1	2%
N#Cc1cc(-c2ccccc2)[nH]c1-c1nccc2ccccc12	-2%
CCCN(C(=O)c1c(CC)noc1C)c1c(N)n(Cc2ccccc2)c(=O)[nH]c1=O	0%
CCOC(=O)c1cnn(-c2cccc(Cl)c2)c1C1CCN(C(=O)OC(C)(C)C)CC1	-14%
CCN(CC(=O)Nc1c(F)cccc1F)C(=O)c1ccc(-c2ccccc2)cc1	11%
O=[N+]([O-])c1cccc(-c2nnc(-c3ccc4c(c3)OCO4)o2)c1	-7%
Cc1ccc(N(C)S(=O)(=O)c2cccc(C(=O)OCC(=O)N(C)Cc3ccccc3)c2)cc1	13%
CCC(=O)N1N=C2CC(C)(C)OCC2C1c1ccccc1 (stereo not given)	-5%
O=C(CSc1nc(-c2ccc(F)cc2)[nH]c1-c1ccccc1)Nc1ccccc1	-17%
CCOc1ccc(C(=O)NCCc2csc(-c3cccc(F)c3)n2)cc1OCC	-3%
O=C(Cn1cnc2ccccc2c1=O)NCc1cccs1	8%
CCCc1nc(C)cc(N2CCN(c3ccccc3)CC2)n1	-16%
CCOC(=O)C1(CCOc2ccccc2)CCN(C(=O)c2ccc(-n3cccn3)cc2)CC1	-8%
S=C(NCc1ccco1)NCC(c1ccco1)N1CCCCC1 (stereo not given)	3%
COc1ccc(NC(=O)CCNS(=O)(=O)c2ccc(Cl)c([N+](=O)[O-])c2)cc1S(N)(=O)=O	1%
CCN(CC)C(=O)C1=C(C)N(Cc2ccccc2)C(=O)C(CC(=O)NC2CCCCC2)C1 (stereo not given)	6%
CCOc1ccc(NC(=S)N2CCC(NC(=O)c3ccccc3)CC2)cc1	-5%
O=C(NCCCN1CCOCC1)c1ccc2c(=O)n(Cc3cccc(Br)c3)c(=S)[nH]c2c1	7%
CC(Sc1nc(C(F)(F)F)nc2ccccc12)C(=O)NC1CCCC1 (stereo not given)	-3%
Cc1ccc(NC(=O)c2nnn(Cc3cccc(C(F)(F)F)c3)c2N)c(C)c1	25%
COc1ccccc1N(C)S(=O)(=O)c1ccc(C(=O)OCC(=O)NCCC2=CCCCC2)cc1	6%
COc1ccc2c(c1)CC(C(=O)NCCCN1CCN(c3ccccc3F)CC1)CO2 (stereo not given)	1%
COc1ccc(-n2nnnc2C2CCN(S(=O)(=O)c3ccc(C)cc3)CC2)cc1	-10%
COc1ccc(NC(=O)C2COc3ccccc3C2)cc1Cl (stereo not given)	-7%
S=C(NCc1ccccc1)NCc1ccc2c(c1)OCO2	3%
COc1ccc(CNC(=O)c2ccc(CS(=O)(=O)Cc3ccccc3F)o2)cc1	-8%
CC(C)c1ccc(S(=O)(=O)N(C)C2(C)CCS(=O)(=O)C2)cc1 (stereo not given)	13%
COc1ccccc1N1C(=O)Cc2ccccc2C1=O	3%
O=C(NCC(c1cccnc1)N1CCN(c2ccccc2F)CC1)c1ccccc1 (stereo not given)	3%
Cc1cc(C)c(NC(=O)C(=O)NCC(c2cccnc2)N2CCN(Cc3ccccc3)CC2)c(C)c1 (stereo not given)	-7%
CC1CCCN(C(=O)c2cc3ccc4cccnc4c3[nH]2)C1 (stereo not given)	-16%
C[C@H](O)CNC(=O)c1[nH]cnc1C(=O)N[C@@H](C)c1ccccc1	-6%
COc1cccc(C(=O)Nc2nnc(S(=O)(=O)N3CCCC3)s2)c1	5%
Cc1ccccc1NC(=O)CC1SC(=Nc2ccc(O)cc2)NC1=O (stereo not given)	8%
CCOC(=O)c1cnc2c(C(F)(F)F)cccc2c1N1CCN(C)CC1	-3%
CCOc1ccc(-n2c(SCC(N)=O)nc3c(oc4ccccc43)c2=O)cc1	-9%
CCS(=O)(=O)c1ncc(Cl)c(C(=O)N(Cc2ccccc2)Cc2ccco2)n1	?
CCc1ccc(/C=C2\SC(=S)N(CCCC(=O)NC3=NCCS3)C2=O)cc1	-2%
COCCN(C(=O)COC(=O)COc1ccc2c(c1)CCC2)c1c(N)n(Cc2ccccc2)c(=O)[nH]c1=O	8%
O=C(NNC(=O)c1ccccc1[N+](=O)[O-])Nc1ccc(Cl)cc1	-3%
Cn1ccc2c(OCC(=O)Nc3ccc(OC(F)(F)F)cc3)cccc2c1=O	-1%
COC(=O)c1ccc(NC(=O)COC(=O)c2nc3nccc(C)n3n2)cc1	4%
CC1Cc2ccccc2N1S(=O)(=O)c1cccc(C(=O)OCC(=O)NCc2ccco2)c1 (stereo not given)	7%
COc1ccc(-c2noc(-c3ccc(NCc4ccc(C)cc4)c([N+](=O)[O-])c3)n2)cc1OC	3%
CCCSc1ncc(Cl)c(C(=O)N2CCN(c3cccc(Cl)c3)CC2)n1	6%
CC(Cc1ccccn1)NC(=O)CCc1nnc(C2CCCCC2)o1 (stereo not given)	-2%
O=C(Nc1nnc(S(=O)(=O)N2CCOCC2)s1)c1ccccc1F	-13%
Nc1ncc(S(=O)(=O)Nc2ccc(F)cc2F)cn1	10%
CCCN1CCN(CCCNC(=O)c2ccc3c(c2)sc2nc(-c4ccc(OCC)cc4)cn23)CC1	0%
CCOCCn1c(CN2CCCCC2C)nc2c1c(=O)n(C)c(=O)n2C (stereo not given)	-6%
CC1CCCCC1NC(=O)COC(=O)/C=C/c1ccc2c(c1)OCO2 (stereo not given)	0%
Cc1cccc(C)c1Nc1c(-c2ccccc2F)nc2cccc(C)n12	-7%
CCOC(=O)c1cn(CC(=O)Nc2cccc(Cl)c2C)nn1	1%
Cc1ccc(CNc2nc3ccc(Cl)cc3n3nnnc23)cc1	-16%
O=C(CCNS(=O)(=O)c1ccccc1)NNC(=O)C1COc2ccccc2O1 (stereo not given)	4%
CCN1C(=O)C2(c3ccccc31)c1c(oc3ccc(C)cc3c1=O)C(=O)N2CCCOC(C)C (stereo not given)	5%
CC1CCCN(S(=O)(=O)c2cc3c4c(c2)CCN4C(=O)CC3)C1 (stereo not given)	-1%
Next compounds follow.
SMILES	aSyn yeast rescue
Cc1c(-n2c(SCC(=O)N(C)C3CCS(=O)(=O)C3)nc3ccccc3c2=O)c(=O)n(-c2ccccc2)n1C (stereo not given)	7%
O=c1n(Cc2cccc(C(F)(F)F)c2)c2ccccc2c2nc(-c3ccccc3)nn12	-2%
CC(=O)Nc1sc2c(c1CN1CCCC1)CCCC2	5%
Cc1nnc(NCc2cccc(Cl)c2)c2ccccc12	1%
COc1ccccc1NC(=O)C1=C(C)Nc2nc(SCc3ccccc3)nn2C1c1ccccn1 (stereo not given)	2%
CCOC(=O)c1cc(OC(=O)c2ccccc2C)n(-c2ccccc2)n1	5%
Brc1ccc2c(c1)-c1ccccc1C1=NCCN12	6%
COc1ccc(-c2onc(C)c2C)cc1S(=O)(=O)N1c2ccccc2CC1C (stereo not given)	3%
CC(C)C(=O)Nc1nnc(S(=O)(=O)N2CCCCCC2)s1	-2%
CC(C)n1c(SCc2ccccc2F)nc2c1c(=O)n(C)c(=O)n2C	4%
COc1cc(C2C(C#N)=C(SC)NC3=C2C(=O)CCC3)ccc1O (stereo not given)	-8%
COc1cccc(NC(=O)C2CCN(S(=O)(=O)c3ccc4[nH]c(=O)ccc4c3)CC2)c1	-1%
CC(NC(=O)c1ccncc1)c1ccc(Br)cc1 (stereo not given)	-3%
COc1ccc(CCNC(=O)Cc2ccc3c(c2)OCO3)cc1OC	-7%
c1cncc(CN=C2Nc3ccccc3CS2)c1	3%
CC(C)(C)c1ccc(C(=O)Nc2ccc(OCc3cc(=O)n4ccsc4n3)cc2)cc1	-4%
COc1ccc(Nc2c3c(nc4ccccc24)CCC3)cc1Cl	5%
CCCOc1ccc(C(=O)Nc2ccc(S(=O)(=O)NC3=NCCCCC3)cc2)cc1	0%
CCOC(=O)Cn1c(=O)c2c(nc3n2CCN3c2ccc(CC)cc2)n(C)c1=O	-6%
COc1ccc(-c2noc(C3CC(=O)N(c4ccccc4)C3)n2)c(OC)c1 (stereo not given)	12%
CSCc1cc(N2CCOCC2)nc(-c2ccccc2)n1	0%
N=C1/C(=C\c2ccc(OC(=O)c3ccco3)cc2)C(=O)N=C2SC(N3CCCCC3)=NN12	-1%
Cc1cc(C)c(C)c(S(=O)(=O)N2CCN(C(=O)C3CSC4(C)CCC(=O)N34)CC2)c1C (stereo not given)	-2%
Cn1nnnc1SCCNCc1ccc(F)cc1	-4%
COC(=O)C1CCN(c2csc3ccc(C)cc3c2=O)CC1	4%
COc1ccc(NC(=O)c2cnc(N3CCCC3)nc2)cc1OC	5%
Cc1ccc(C(C)C)c(OCC(=O)NNC(=O)Nc2ccccc2)c1	2%
Cc1cccc(NC(=O)CNC(=O)CSc2nc(N)cc(N)n2)c1C	0%
Cc1ccc(NC(=O)c2cc(-c3cccs3)on2)cc1C	-1%
COc1cc(NC(=O)c2cccc([N+](=O)[O-])c2)ccc1NC(=O)c1cc2ccccc2o1	-9%
COc1ccc2c(c1)nc(NCCCO)n2Cc1ccccc1	-11%
Fc1ccc(COc2ccc(-c3nnco3)cc2)c(Cl)c1	-12%
COc1cccc(C2C(C(=O)Nc3ccccc3OC)=C(C)Nc3nc4ccccc4n32)c1 (stereo not given)	4%
CC1CCN(S(=O)(=O)N2CCC(C(=O)NCc3ccccc3Cl)CC2)CC1	5%
O=C(C1CCN(c2nc3ccccc3[nH]2)CC1)N1CCN(c2ccccc2)CC1	3%
Cc1ccc(CN2CCN(C3CCN(S(=O)(=O)N(C)C)CC3)C(=O)C2=O)cc1	-4%

The closing 7 records of the section before come first, to join the parts.
SMILES	aSyn yeast rescue
COc1cc(NC(=O)c2cccc([N+](=O)[O-])c2)ccc1NC(=O)c1cc2ccccc2o1	-9%
COc1ccc2c(c1)nc(NCCCO)n2Cc1ccccc1	-11%
Fc1ccc(COc2ccc(-c3nnco3)cc2)c(Cl)c1	-12%
COc1cccc(C2C(C(=O)Nc3ccccc3OC)=C(C)Nc3nc4ccccc4n32)c1 (stereo not given)	4%
CC1CCN(S(=O)(=O)N2CCC(C(=O)NCc3ccccc3Cl)CC2)CC1	5%
O=C(C1CCN(c2nc3ccccc3[nH]2)CC1)N1CCN(c2ccccc2)CC1	3%
Cc1ccc(CN2CCN(C3CCN(S(=O)(=O)N(C)C)CC3)C(=O)C2=O)cc1	-4%
Cc1ccc(-n2c3c(c(=O)[nH]c2=O)C(NC(=O)c2ccccc2F)(C(F)(F)F)C(=O)N3)cc1C (stereo not given)	1%
Cc1cc(=O)[nH]c(SCC(=O)Nc2nnc(SCc3ccccc3)s2)n1	-2%
Cc1ccc(-n2nc(C)c3c(C)c(CCC(=O)Nc4ccc(CN5CCCC5)cc4)c(C)nc32)cc1	-4%
Cc1ccsc1/C=C1/CN(C)Cc2c1nc1ccccc1c2C(=O)O	3%
C=C(C)Cn1c(CCNC(=O)c2ccco2)nc2ccccc21	-9%
O=C(Nc1cccc(-c2nc3cccnc3s2)c1)c1ccc(Cl)nc1	-6%
O=C(OCN1C(=O)c2ccccc2C1=O)c1cccc(OC(F)F)c1	-1%
CCOc1ccc(NC(=O)C2CCN(c3nnc(C)c4c(C)n(-c5ccccc5)nc34)CC2)cc1	8%
COc1cc(NS(=O)(=O)c2cc3c(cc2C)n(C)c(=O)c(=O)n3C)cc(OC)c1	-9%
CN(c1ccccc1)S(=O)(=O)c1ccc(C(=O)Nc2nnc(C3CC3)s2)cc1	2%
CCC(Cn1nnc2ccccc2c1=O)NC(=O)Nc1ccc(C)c(C)c1 (stereo not given)	-12%
CCCCN(Cc1ccco1)C(=O)Cn1ncc2c([nH]c3ccccc32)c1=O	3%
COc1ccc(/C=C/c2cc(C(=O)O)c3ccccc3n2)cc1	-53%[inhibitor]
COc1ccc(C(CNC(=O)c2ccc(S(=O)(=O)Nc3ccccc3C)cc2)N2CCOCC2)cc1 (stereo not given)	6%
Cc1cccc(NC(=O)c2c(C)oc3ncnc(N4CCCCC4)c23)c1C	1%
C[C@@H]1CN([C@H](C)CO)C(=O)CCCn2nncc2CO[C@H]1CN(C)C(=O)Nc1cccc(Oc2ccccn2)c1	-8%
COCCn1c(SCC(=O)Nc2cccc(S(N)(=O)=O)c2)nc2cc(Cl)ccc2c1=O	-9%
COCCn1c(SCCN2CCOCC2)nc2c1c(=O)[nH]c(=O)n2C	-1%
CCOc1ccc(C(=O)c2cn(CC(=O)Nc3ccc(OC)cc3)c3cc4c(cc3c2=O)OCO4)cc1	-2%

Among those listed so far, six have a CF3 group:
SMILES	aSyn yeast rescue
CC(Sc1nc(C(F)(F)F)nc2ccccc12)C(=O)NC1CCCC1 (stereo not given)	-3%
Cc1ccc(NC(=O)c2nnn(Cc3cccc(C(F)(F)F)c3)c2N)c(C)c1	25%
CCOC(=O)c1cnc2c(C(F)(F)F)cccc2c1N1CCN(C)CC1	-3%
Cn1ccc2c(OCC(=O)Nc3ccc(OC(F)(F)F)cc3)cccc2c1=O	-1%
O=c1n(Cc2cccc(C(F)(F)F)c2)c2ccccc2c2nc(-c3ccccc3)nn12	-2%
Cc1ccc(-n2c3c(c(=O)[nH]c2=O)C(NC(=O)c2ccccc2F)(C(F)(F)F)C(=O)N3)cc1C (stereo not given)	1%

These rows are one share of the data. The share of hits here may be higher or lower than overall.
